Myeloid diff 2 – compounds promoting myeloid differentiation; ER-HoxA9 myeloid progenitors, lysozyme-GFP differentiation, flow cytometry; calls only at 10 µM; 360,000 compounds, 1% hits;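 active = normalized GFP-positive differentiation at or above the plate's own cutoff, the solvent-only control mean plus 3 SD; inconclusive = no clear call, values can overlap the other calls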;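 also: cells exposed to compound for four days before flow analysis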
T cell modulator – modulates CD8 T cell binding to vesicles. AID 2052. calls only at 7 µM. 330,000 compounds, 0.068% hits. 2C CD8+ T cell-vesicle binding, flow cytometry; hits give low values;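 active = response, share of CD8 T cells binding vesicles, and their 90th percentile fluorescence all below set limits, cut at about 80% in these data, passing the limit was not always enough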
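Material: 2C TCR transgenic mouse naive CD8+ T cells, MACS-purified. Also added: QL9-charged Drosophila Ld/ICAM-1/B7-1 vesicles. Timing: binding 1.5 h at 37 °C. Measured by: high-throughput flow cytometry with anti-B7-1 and anti-CD8 staining. Read-out: percent CD8+ FL2 mean versus row control. Controls: Unloaded micro-vesicles (low), QL9 vesicles with 0.7% DMSO (high).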
K1F lysis inhibition – protection from phage-mediated lysis, alamar blue read-out – E. coli UTI89, K1F phage, bacterial capsule biogenesis inhibitors (AID 488966); inhibition, % at 100 µM, or IC50 in µM where a hit was titrated; 340,000 compounds, 0.02% hits; E. coli UTI89 K1F phage lysis, alamar blue, 2 h; higher % means a stronger effect;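 active = phage lysis inhibition, versus mean bacterial control, above a set limit; inconclusive = no clear call, values can overlap the other calls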;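 also: capsule biogenesis inhibitors block K1F phage lysis so surviving cells raise fluorescence; higher fluorescence means more inhibition of phage lysis; actives were called in the ten point dose series up to 300 µM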
RSV CPE inhibition – RSV antiviral activity via CPE protection, HEp-2 cells, primary 10 µM value included (AID 2391); HEp-2 cells, RSV-induced CPE inhibition; higher % means a stronger effect; CPE inhibition, % at 10 µM, or IC50 in µM where a hit was titrated; 310,000 compounds, 0.13% hits; in the data active = a potency from the dose series; inconclusive = CPE inhibition mostly from about 23% at the one dose, without a potency; inactive = the rest, 99 in 100 with CPE inhibition below about 21%; also: strong numbers were not always called active
SV40 large T antigen – TAg ATPase/helicase activity blockers – biochemical (AID 1903). SV40 large T antigen ATPase/helicase inhibition assay; higher % means a stronger effect. inhibition, % at 20 µM, or IC50 in µM where a hit was titrated. 310,000 compounds, 0.39% hits; in the data active = a potency from the dose series; inconclusive = inhibition mostly from about 32% at the one dose, without a potency; inactive = the rest, 99 in 100 with inhibition below about 32%; also: strong numbers were not always called active
TNAP activation fold – human TNAP enzyme activators, primary screen, biochemical, luminescent, no phosphate acceptor, uHTS (AID 1001); purified TNAP, luminescent activation assay, no phosphate acceptor; higher activation fold means a stronger effect; activation fold at 20 µM, or EC50 in µM where a hit was titrated; 200,000 compounds, 0.03% hits; in the data active = activation fold from about 3, or a potency from the dose series; inactive = the rest, 99 in 100 with activation fold below about 1.6; also: many of its hits are not listed in these tables
MgcRacGAP inhibition – MgcRacGAP GTPase-activating activity inhibitors, confirmation, biochemical, ADP Hunter fluorescence | AID 624330 | inhibition, % at 30 µM, or IC50 in µM where a hit was titrated | MgcRacGAP-stimulated Rac1 GTP hydrolysis, ADP Hunter fluorescence; higher % means a stronger effect; GST-tagged Rac1 F28L mutant substrate | 340,000 compounds, 0.6% hits;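 active = first-screen hits whose inhibition reached a set limit at any dose in the follow-up dose series; inconclusive = inhibition above the set first-screen limit but never retested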;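 also: fluorescence reports GDP produced by GAP-driven GTP hydrolysis; strong numbers were not always called active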
NTR1 agonist – NTR1-driven beta-arrestin-GFP spot formation – imaging, U2OS cells, high content, primary screen (AID 493036); 330,000 compounds, 0.17% hits; activation, % at 20 µM; agonist mode; P30989;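 active = activation at or above 40% of the spot to cytoplasm intensity ratio, with at least 20 cells analyzed; inconclusive = wells under 20 cells, flagged as cytotoxic or low count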;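 also: 0% = DMSO without peptide and 100% = 100 nM NTR1 peptide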
Target sequence (P30989 whole entry, looked up): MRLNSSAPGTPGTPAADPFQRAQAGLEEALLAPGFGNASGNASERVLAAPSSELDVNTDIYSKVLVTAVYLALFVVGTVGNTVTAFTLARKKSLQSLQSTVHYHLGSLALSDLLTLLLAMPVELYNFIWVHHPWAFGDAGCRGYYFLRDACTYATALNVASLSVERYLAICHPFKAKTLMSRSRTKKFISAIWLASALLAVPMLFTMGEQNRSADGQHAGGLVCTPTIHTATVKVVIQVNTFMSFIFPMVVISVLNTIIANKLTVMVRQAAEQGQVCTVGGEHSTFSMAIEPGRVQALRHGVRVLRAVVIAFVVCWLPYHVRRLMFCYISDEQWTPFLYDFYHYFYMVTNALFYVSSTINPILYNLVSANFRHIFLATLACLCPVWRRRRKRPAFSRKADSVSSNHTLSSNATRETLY
Salmonella PhoP GFP – inhibitors of PhoP regulon expression, primary screen, Salmonella Typhimurium, GFP reporter (AID 1863). S. Typhimurium PhoP-regulated promoter GFP reporter, 4 h; higher % means a stronger effect. inhibition, % at 50 µM; hits with a dose series show IC50 in µM. 300,000 compounds, 0.16% hits;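 active = inhibition over 29.93%, a cutoff 3 SD above the screen mean, later confirmed by dose response; inconclusive = inhibition over 29.93% but no dose response follow-up; inactive = inhibition at most 29.93% or unconfirmed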;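 also: 0% = low Mg2+ inducing control and 100% = high Mg2+ repressing control; strong numbers were not always called active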
T cell modulator vesicle-bound % – second read-out of T cell modulator, no call of its own (marks repeat the call); double positive events, %; measured here: CD8+ vesicle-bound cell fraction;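 binding gate set so that unloaded-vesicle control wells show 10% double positive cells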
NTR1 agonist cell count 20 µM – also measured in NTR1 agonist; calls as there; cell count; measured here: cell count, cytotoxicity flag
Myeloid diff 2 GFP+ MAC1+ % – also measured in Myeloid diff 2; calls as there; GFP+ MAC1+ double positive, %; measured here: differentiation confirmed by MAC1 staining
* = called active by the depositor; i = inactive; ? = inconclusive; / = no result given; [ ] = another dose, or the depositor's remark.

SMILES	Myeloid diff 2	Myeloid diff 2 GFP+ MAC1+ %	T cell modulator	T cell modulator vesicle-bound %	K1F lysis inhibition	RSV CPE inhibition	SV40 large T antigen	TNAP activation fold	MgcRacGAP inhibition	NTR1 agonist	NTR1 agonist cell count 20 µM	Salmonella PhoP GFP
CC(C)n1nnnc1SCC(=O)Nc1ccccc1N1CCOCC1	i	0.3	i	39	1.0%	1.4%	8%	1.1	9%	-0.2	59	9%
Cn1c(SCC(=O)c2ccc3c(c2)OCO3)nnc1-c1ccccn1	i	1.0	i	24	0.3%	0.6%	23%	1	14%	1.7	40	1%
O=C(COC(=O)c1n[nH]c(=O)c2ccccc12)Nc1ccccc1	i	0.4	/	/	2.1%[50 µM]	/	/	/	2%	-0.6	46	/
COc1cccc(CN2C(=O)C(C)N(C(=O)c3ccccc3)c3ccccc32)c1 (stereo not given)	i	0.6	i	62	0.2%	1.9%	14%	/	/	1.0	72	10%
O=C(c1ccccc1F)N1CCN(c2ccc([N+](=O)[O-])c3cccnc23)CC1	i	0.8	i	56	-0.2%	2.9%	-1%	1	2%	0.8	69	-7%
Nc1cc(C(F)(F)F)ccc1C(=O)O	i	3.9	i	51	-14%	2.7%	4%	1.1	-1%	-4.4	72	-8%
COc1cc(/C=N\NC(=O)CN2CCOCC2)ccc1OCC(=O)Nc1ccc(C)c(C)c1	/	/	i	26	-0.4%	-1.1%	2%	1	9%	0.8	52	-3%
O=C(COC(=O)c1ccc([N+](=O)[O-])cc1)NC1CCCC1	i	0.6	i	32	0.9%	2.0%	4%	/	/	2.0	89	-8%
CC(C)(C)c1ccc(-c2ncccc2O)cc1	i	0.5	i	19	0.3%	6.8%	10%	1.1	5%	-1.5	51	-5%
O=C(CN(C(=O)c1nsc(Cl)c1Cl)c1cccc(F)c1)NC1CCCC1	i	2.9	i	28	-0.1%	-0.3%	9%	/	3%	4.8	36	-3%
COC(=O)C1CSC(C(=O)OC)N1C(=O)Nc1ccc(Cl)c(Cl)c1 (stereo not given)	i	1.0	i	55	-0.1%	1.2%	0%	1.1	1%	-0.1	56	-6%
Cc1ccc2c(c1)NC(=O)C(CC(=O)NCCN(C)C)O2 (stereo not given)	i	1.6	i	48	6.4%	1.4%	4%	0.9	3%	-4.7	65	2%
CC1CC(C)CN(CC(C)(C)NS(=O)(=O)c2ccc(Cl)cc2)C1 (stereo not given)	i	2.1	i	36	1.2%	0.1%	13%	1.1	-1%	4.1	67	-9%
CC(C)C(NC(=O)CN1C(=O)c2cccc3cccc1c23)C(C)C	i	0.4	i	21	-0.2%	2.3%	9%	/	-6%	0.8	75	-2%
Cc1ncsc1CCOC(=O)c1ccc(N2CCOCC2)c([N+](=O)[O-])c1	i	0.2	i	23	0.1%	6.0%	6%	0.9	4%	7.0	50	0%
O=C(Cn1cnc2ccccc21)N/N=C/c1ccccc1[N+](=O)[O-]	i	0.3	i	42	0.3%	0.3%	0%	1.1	6%	-0.5	75	4%
O=C(O)c1cc(-n2cccc2)ccc1N1CCOCC1	i	0.9	i	24	/	1.8%	0%	/	/	1.0	56	5%
CCC/C(O)=C1\C(=O)CCCC1=NCCc1c(C)[nH]c2ccccc12	i	0.3	i	44	0.5%	3.8%	16%	/	10%	2.3	50	2%
CC1CCN(C(=O)C2CCCN(S(C)(=O)=O)C2)CC1 (stereo not given)	i	1.0	i	39	0.3%	-0.8%	2%	1	2%	0.6	55	2%
COc1ccc(C2N(c3cccc(Cl)c3)C(=O)C3CCCN32)cc1 (stereo not given)	i	3.0	i	41	1.6%	0.0%	5%	1.1	8%	-0.2	51	9%
CN(C)CCN=Cc1c(O)n(Cc2ccccc2)c(=O)c2ccccc12	i	0.6	i	42	0.0%	0.1%	7%	1.2	11%	-0.5	66	8%
CCCCOc1ccc(N(CC(=O)NCc2ccccc2)C(=O)c2csnn2)cc1	i	2.9	i	15	-0.5%	0.3%	-5%	/	6%	2.5	66	4%
COc1ccc(CNC(=O)C2CCN(C(=O)c3ccccc3)CC2)cc1	i	0.8	i	17	0.3%	1.6%	13%	/	9%	-0.8	63	-4%
Cc1ccc(COC(=O)c2nn(-c3ccccc3)nc2N)cc1	i	0.7	i	41	0.1%	?	3%	1.1	-6%	6.1	56	3%
Cc1cc(C(=O)Nc2sc3c(c2C#N)CCCCC3)cs1	i	5.6	i	62	2.1%	0.3%	4%	1.1	-6%	13	84	-11%
Cc1ccc(C)c(NS(=O)(=O)c2ccc(OCC(=O)N3CCOCC3)cc2)c1	i	0.8	i	15	0.0%	0.7%	5%	1.1	10%	0.0	49	2%
C=CCOC(=O)C1=C(C)NC(SCC(=O)Nc2nccs2)=C(C#N)C1c1ccc(Cl)cc1 (stereo not given)	i	0.2	i	6	2.7%	?	9%	1.1	3%	7.3	73	3%
C=CCc1c(C)nc(-c2ccccc2)nc1N/N=C/c1ccccc1	i	0.4	i	20	0.2%	7.4%	12%	1	9%	2.7	74	-8%
O=C(C1CC(=O)N(c2ccc(F)cc2)C1)N1CCCCC1 (stereo not given)	i	0.4	i	56	-0.1%	0.1%	-14%	/	6%	-1.9	59	0%
CCOC(=O)N1CCC(N(CCN(C)C)C(=S)Nc2cccc(OC)c2)CC1	i	0.2	i	38	-0.1%	-0.7%	10%	1	0%	1.6	65	-7%
CCOC(=O)C1=C(c2ccccc2)O/C(=C(/C(=O)OC)C(F)(F)F)S1	i	3.6	i	21	9.0%	4.4%	6%	1	3%	6.0	42	-5%
CC(C)c1ccc(C(=O)NNC(=O)c2ccncc2)cc1	i	4.7	i	11	-1.1%	0.2%	1%	/	4%	-0.2	46	5%
COc1ccc(C2CC(c3ccc(Cl)cc3Cl)n3nc(N)nc3N2)cc1 (stereo not given)	i	1.0	i	59	-1.2%	1.6%	4%	1	7%	-0.1	52	-7%
O=C(NCCCN1CCOCC1)C(=O)NCCc1ccccc1	i	0.3	i	31	-0.3%	-0.7%	5%	1.1	4%	3.4	42	1%
CC(C)CN(CC(C)C)C(=O)CC(=O)NC(=O)c1ccc(Cl)cc1	i	0.8	i	30	0.6%	1.5%	-5%	0.9	9%	0.3	50	7%
O=[N+]([O-])c1nn(-c2cccc(Cl)c2)n(O)c1=NCc1cccnc1	i	0.1	i	17	-2.6%	17%	-3%	1.1	3%	1.1	60	34%
Cc1cc(-c2csc(N)n2)c(C)n1CCc1ccccc1	i	1.0	i	31	2.6%	6.3%	3%	1	13%	1.1	80	21%
Cc1ccc(-n2nnnc2C(Cl)(Cl)c2nnnn2-c2ccc(C)cc2)cc1	/	/	i	33	-0.3%	9.3%	11µM*	1.1	?	21	33	-17%
CCc1nnc(NC(=O)CSc2nc(-c3ccc(OC)cc3)ns2)s1	i	0.7	i	42	0.6%	1.9%	-2%	1.1	8%	0.9	75	-2%
O=C(CCSc1ccccc1)Nc1nc2c(s1)CCCC2	i	6.1	i	10	1.5%	1.9%	-4%	1	1%	1.9	58	-7%
Cn1c(SC2=CS(=O)(=O)c3ccccc32)nc2ccccc21	?	/	i	52	2.5%	4.8%	16%	1.1	4%	0.9	43	11%
COc1ccc2c(c1O)Cc1ccccc1C2=O	i	0.5	i	45	1.3%	?	1%	0.9	5%	0.6	50	8%
O=C(c1ccc(COc2ccccc2Cl)o1)N1CCN(c2ccccc2)CC1	i	2.9	i	28	-0.1%	42%	0%	1.1	3%	4.4	67	9%
CCN(CC)S(=O)(=O)c1ccc(N2CCN(c3cccc(OC)c3)CC2)c([N+](=O)[O-])c1	i	1.2	i	33	4.9%	8.8%	3%	1.1	7%	0.2	59	-8%
NC(=S)Nc1ncc(CCN2CCOCC2)c(-c2ccc(F)cc2)n1	i	0.1	i	42	0.1%	0.8%	14%	1	9%	0.0	58	2%
Cc1oc2c(c1C(=O)NCCCC(=O)O)CCCC2	i	1.0	i	29	4.8%	0.9%	-1%	1.1	1%	0.6	43	-3%
CCOC(=O)c1cccc(NC(=O)/C=C/c2ccc3c(c2)OCO3)c1	i	0.5	i	41	4.6%	-1.3%	13%	1.1	5%	37	40	-19%
O=C(Nc1nccs1)C1CCCN(S(=O)(=O)c2cccc3cccnc23)C1 (stereo not given)	i	14	i	46	0.2%	-0.9%	-2%	1	7%	4.8	51	-1%
COc1ccc(-n2nc(C(=O)NCC(=O)NCc3ccc(F)cc3)c3ccccc3c2=O)cc1	i	1.8	i	60	-0.1%	1.2%	5%	/	5%	3.4	36	-3%
COCCNC(=O)NC(=O)CN1CCCc2ccccc21	i	0.3	i	37	-0.3%	1.5%	12%	1.1	4%	-0.8	89	5%
O=C(c1ccc(F)cc1F)N1CCN(c2n[nH]c(=O)[nH]c2=O)CC1	i	2.1	i	27	-0.3%	-0.3%	5%	1	-13%	0.8	44	-6%
OCCN1CCN(CC#CCn2c3ccccc3c3ccccc32)CC1	i	0.5	i	27	1.0%	-3.8%	-1%	1.1	15%	-1.6	33	18%
COc1cc(-c2nnc(-c3ccc(N4CCOCC4)cc3)o2)cc(OC)c1OC	i	1.9	i	36	0.1%	3.7%	6%	1.1	6%	1.7	99	-9%
CCOC(=O)c1sc2cccc(F)c2c1N	i	3.7	/	/	0.1%	5.0%	13%	1.1	10%	0.4	54	7%
C/C(=N\O)c1ccc(Cl)c(Cl)c1	/	/	i	16	/	4.3%	9%	/	/	1.1	39	3%
CCOC(=O)c1ncccc1NC(=O)CC(=O)Nc1cccnc1C(=O)OCC	i	0.5	i	25	/	0.3%	10%	/	/	1.6	60	/

Random draw from the library, and some 2.3% of all compounds hit somewhere here.
